Diaph act CS = diaphorase activation or chemical reduction counter-screen; Diaphorase/resazurin coupled assay, resorufin fluorescence, 16 min; active compounds read high; 1 = vehicle wells, 0 = NADH-free wells; activation factor at 20 µM; 0.005% of 190,000 active; AID 1229;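 active = diaphorase activity raised at least twofold by the compound at 20 µM; inactive = activation factor below 2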
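Material: Purified diaphorase enzyme from Clostridium kluyveri | Buffer or medium: 50 mM HEPES pH 7.4 with 4.542 mM MgCl2, 0.005% Tween 20 | Times: 16 min enzyme reaction, ambient temperature | Signal: Red resorufin fluorescence at 544/590 nm excitation/emission | Measure: Increased resorufin signal from activators or reducing compounds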
STAT1 act = activators of IFN-gamma induced STAT1 signaling. AID 932. activation (% of control), % at 5.5 µM. 2.6% of 200,000 active. NIH 3T3 STAT1-luciferase reporter, luminescence; 100% = IFN-gamma alone, no compound;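 active = activation above the screen-wide mean activation plus 3 SD, cut at about 130% in these data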;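 note: raw ratio to IFN-gamma control signal so 100% means no change and 0% no light; values of inactives mirror those of a sister screen read the other way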
FLuc stim CS = firefly luciferase counter-screen for stimulation assays. P08659. 200,000 tested, under 10 active. ATPlite luciferase biochemical, luminescence, 10 min; 0 = ATP-free wells, 1 = DMSO control. AID 1027. activation factor at 10 µM;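 active = luciferase activation factor, scaled between plate controls, of at least 2 with compound at 10 µM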
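Assay system: Luciferase/luciferin reagent mix; Medium: PBS as buffer for the ATP substrate; Dosing: test compounds dosed from 2 mM stocks in 100% DMSO; Times: 10 min, room temperature; Signal: luminescence from luciferase reaction; Read-out: luciferase activation; Controls: No-ATP low control, compound-free enzyme-plus-ATP high control.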
TLR4-MyD88 BLA = TLR4-MyD88 interaction inhibition in cells. HeLa CL3-4 TLR4/MyD88 BLA complementation, FRET ratio. 0.18% of 200,000 active. inhibition, % at 8.4 µM. O00206+Q99836; in the data active = inhibition above about 25%;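 note: 0% = vehicle and 100% = reference inhibitor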
Target sequence (O00206 whole entry, looked up): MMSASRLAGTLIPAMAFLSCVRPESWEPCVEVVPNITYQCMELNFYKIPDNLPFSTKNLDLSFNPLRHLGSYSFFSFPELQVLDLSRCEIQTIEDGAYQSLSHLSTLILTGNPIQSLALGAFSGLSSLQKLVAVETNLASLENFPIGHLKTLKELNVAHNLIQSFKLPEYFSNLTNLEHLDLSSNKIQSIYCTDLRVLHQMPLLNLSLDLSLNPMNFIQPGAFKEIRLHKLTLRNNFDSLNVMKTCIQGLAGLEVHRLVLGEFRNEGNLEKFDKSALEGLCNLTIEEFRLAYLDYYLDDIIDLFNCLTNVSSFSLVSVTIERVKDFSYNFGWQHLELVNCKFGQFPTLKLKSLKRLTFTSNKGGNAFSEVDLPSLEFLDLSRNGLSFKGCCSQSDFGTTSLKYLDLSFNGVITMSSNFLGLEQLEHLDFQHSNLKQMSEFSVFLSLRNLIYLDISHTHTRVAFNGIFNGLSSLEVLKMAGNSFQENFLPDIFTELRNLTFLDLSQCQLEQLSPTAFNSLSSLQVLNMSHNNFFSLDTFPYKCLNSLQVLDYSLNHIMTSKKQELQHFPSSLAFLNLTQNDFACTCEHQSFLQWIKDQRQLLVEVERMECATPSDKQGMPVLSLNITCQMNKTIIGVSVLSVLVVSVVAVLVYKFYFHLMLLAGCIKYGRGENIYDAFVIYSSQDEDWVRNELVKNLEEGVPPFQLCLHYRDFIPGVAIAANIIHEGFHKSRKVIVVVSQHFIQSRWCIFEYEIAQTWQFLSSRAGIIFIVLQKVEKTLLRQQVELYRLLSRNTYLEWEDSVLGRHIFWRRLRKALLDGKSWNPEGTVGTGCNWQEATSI
Target sequence (Q99836 whole entry, looked up): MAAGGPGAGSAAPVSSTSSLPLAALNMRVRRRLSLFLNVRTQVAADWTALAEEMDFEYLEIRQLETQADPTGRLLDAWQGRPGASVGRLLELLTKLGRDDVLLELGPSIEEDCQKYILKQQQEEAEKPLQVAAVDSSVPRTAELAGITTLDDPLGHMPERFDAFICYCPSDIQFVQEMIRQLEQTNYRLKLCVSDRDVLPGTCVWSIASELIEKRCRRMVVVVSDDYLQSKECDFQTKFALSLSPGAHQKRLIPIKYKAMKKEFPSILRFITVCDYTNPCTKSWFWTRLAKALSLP
APP transl inh = APP translation inhibition; SH-SY5Y APP 5'UTR-luciferase reporter, luminescence; inhibition, % at 2 µM; 0.82% of 190,000 active;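 active = inhibition above a set limit, derived from the sample mean plus 3 SD, cut at about 45% in these data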; note: values of inactives mirror those of a sister screen read the other way
APP 5'UTR act = APP 5'UTR luciferase reporter activation; SH-SY5Y APP 5'UTR luciferase reporter, luminescence; zero percent = DMSO vehicle wells; activation, % at 2 µM; 1% of 190,000 active; AID 1276;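 active = activation above a set limit, based on mean plus 3 SD of controls, cut at about 140% in these data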; note: values of inactives mirror those of a sister screen read the other way
FLuc inhib CS = Photinus pyralis luciferase inhibition counter-screen; inhibition, % at 10 µM; AID 1006; 1.5% of 200,000 active; ATPLite firefly luciferase biochemical luminescence, 10 min; P08659;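 active = inhibition above about 50% when tested at 10 µM, limit read from the data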
Diaphorase inh = diaphorase inhibition or chemical oxidation counter-screen; diaphorase resazurin-to-resorufin fluorescence, NADH, 16 min; bacterial (C. kluyveri) enzyme, not human; inhibition, % at 20 µM; 0.69% of 190,000 active; AID 1217;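 active = primary screen inhibition at 20 µM above a set limit, cut at about 50% in these data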;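 note: plate controls were DMSO with full reaction for no effect and wells lacking NADH for full effect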
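material = Clostridium kluyveri diaphorase enzyme | amount = 0.14 U/mL diaphorase, enzyme working solution | schedule = incubation 16 min, room temperature | detection = fluorescence of resorufin formed from resazurin, Ex 544/Em 590 nm | benchmarks = positive control minus NADH, DMSO neutral control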
G6PDH CS = L. mesenteroides G6PDH inhibition counter-screen. Purified L. mesenteroides G6PDH, diaphorase/resazurin coupled fluorescence, 45 min. inhibition, % at 5 µM. 0.12% of 200,000 active. AID 1020; in the data active = inhibition above about 50%
NF-kB neuron act = NF-kB expression increase, human neuronal cells. NF-kB reporter expression; active compounds read high. fold change at 12.5 µM. 1.6% of 190,000 active. AID 1239; in the data active = fold change above about 3.3
The depositor's hits bear a star; · = not tested or not shown.

SMILES	Diaph act CS	STAT1 act	FLuc stim CS	TLR4-MyD88 BLA	APP transl inh	APP 5'UTR act	FLuc inhib CS	Diaphorase inh	G6PDH CS	NF-kB neuron act
O=C(O)CCc1ccc(-c2cccs2)n1NC(=O)c1ccccc1Br	0.8	107.9	1	-6.8	-9.2	9.2	-1.8	18.3	-3.7	0.97
O=c1[nH]c2ccccc2c(O)c1O	0.3	96.4	1.1	1.8	-9.0	9.0	-9.7	72.4*	15.2	1.23
Cc1ccccc1CSc1nccn1-c1ccccc1	1	106.7	1	8.6	-0.8	0.8	-2.3	4.4	-0.8	1.04
CCOC(=O)N1CCN(c2c(NCCCN(CC)c3cccc(C)c3)c(=O)c2=O)CC1	0.9	102.5	1.1	1.2	0.2	-0.2	-8.5	5.1	2.9	1.03
COC(=O)c1ccccc1NC(=O)NCc1ccccc1	1	93.8	0.7	4.3	15.2	-15.2	32.0	-1.7	0.8	1.16
CC(=O)Nc1ccc(C2=NN(Cc3nnc(-c4ccccc4)o3)C(=O)SC2)cc1	1	110.0	1	-1.4	-7.2	7.2	-0.5	1.7	-2.0	0.94
NC(=O)NC(=O)COC(=O)c1cccc(NS(=O)(=O)/C=C/c2ccccc2)c1	0.8	88.8	1.1	-0.1	0.6	-0.6	-5.0	20.2	4.5	1.34
CCOC(=O)Cc1nnc(NC(=O)c2ccccc2OC)s1	0.8	102.3	0.9	-0.6	-8.4	8.4	10.9	17.7	12.4	1.24
O=C(c1cccc(F)c1)N1CCN(c2cccc(C(F)(F)F)c2)CC1	0.7	103.0	1	7.5	-17.0	17.0	-4.9	29.9	-2.3	0.93
COc1ccc(-n2c(CSc3nc(C)cc(C)n3)nnc2SCC(=O)Nc2nccs2)cc1	0.9	101.8	1.1	-1.9	-0.9	0.9	-5.3	7.0	1.7	1.05
Cc1ccc(C(=O)CC(=O)c2cc(Cl)ccc2O)cc1	0.9	126.6	1	3.2	-121.7	121.7	4.2	14.7	-4.6	4.26*
C#CCOCCOCCOCCNc1nc(N2CCN(C(=O)Cn3cc(CCO)nn3)CC2)nc(N2CCN(C(=O)[C@H](C(C)C)n3cc(CCO)nn3)CC2)n1	1.1	96.8	1	-15.4	-3.0	3.0	-0.9	-9.8	10.1	1.14
O=C(Nc1ccc(N2CCOCC2)nc1)c1ccc(F)cc1	1.1	108.4	1	1.4	-21.6	21.6	2.5	-5.0	7.3	1.48
C=CC(O)Cc1c(C)n[nH]c1C (stereo not drawn)	1	101.3	1	-12.3	8.9	-8.9	-2.3	1.7	6.2	0.99
COc1ccc(CC(=O)NC(CC(=O)O)c2ccc(OC)cc2)cc1 (stereo not drawn)	0.9	101.7	1	8.9	-22.4	22.4	-0.3	8.8	1.2	1.03
CCC(C)(C)n1nnnc1C(c1cccnc1)N1CCCc2ccccc21 (stereo not drawn)	0.8	99.5	1	-13.1	0.3	-0.3	-4.1	17.5	10.7	0.96
COc1ccc(/C=C/C(O)=C2/C(=O)N(C)C3(C)CC2c2ccccc2O3)cc1 (stereo not drawn)	0.9	91.5	1	1.9	-8.1	8.1	-0.1	13.3	0.4	0.77
Cc1ccc(-n2nc(C)c(NS(=O)(=O)c3ccccc3)c2C)cc1C	0.9	109.0	1.1	-0.3	13.3	-13.3	-5.8	13.2	3.7	1.24
COc1cccc(CNn2c(-c3cccc(C)c3)nc3ccccc3c2=O)c1	0.9	99.4	1	2.9	6.8	-6.8	-4.2	5.1	1.3	1.09
O=S(=O)(Cc1ccc(Cl)cc1)c1ccccc1-c1nnc(-c2ccc(Cl)cc2)o1	0.9	100.2	1	-1.6	-10.1	10.1	-2.8	14.0	-2.1	1.01
CCOC(=O)C1=C(Nc2ccccc2)CC(C)(O)C(C(=O)OCC)C1c1ccc(Br)cc1 (stereo not drawn)	0.9	101.7	1	-0.8	2.9	-2.9	-3.7	9.8	0.6	1.35
CC(=O)c1ccc(N2CCN(C(=O)C3CCCN(S(=O)(=O)c4cnc[nH]4)C3)CC2)cc1 (stereo not drawn)	1	100.5	1.1	-6.2	-3.0	3.0	-5.7	-0.8	4.8	1.21
O=C(O)C1CSC(c2ccco2)N1 (stereo not drawn)	0.9	95.8	1.1	-1.6	-3.5	3.5	-9.2	10.3	3.4	1.16
CC1(C)C2CCC1(CS(=O)(=O)Nc1ccc(S(=O)(=O)NC3CCCCC3)cc1)C(=O)C2 (stereo not drawn)	0.9	97.3	1.1	7.2	8.0	-8.0	-7.6	11.4	-4.8	1.12
CCN1C(=O)/C(=C/c2nc3ccccc3c(=O)n2-c2ccccc2)c2ccccc21	0.5	102.5	1	-6.5	27.9	-27.9	-2.9	47.6	-42.5	0.85

A run of entries from the list above, as a working copy:
SMILES	Diaph act CS	STAT1 act	FLuc stim CS	TLR4-MyD88 BLA	APP transl inh	APP 5'UTR act	FLuc inhib CS	Diaphorase inh	G6PDH CS	NF-kB neuron act
O=C(O)CCc1ccc(-c2cccs2)n1NC(=O)c1ccccc1Br	0.8	107.9	1	-6.8	-9.2	9.2	-1.8	18.3	-3.7	0.97
O=c1[nH]c2ccccc2c(O)c1O	0.3	96.4	1.1	1.8	-9.0	9.0	-9.7	72.4*	15.2	1.23
Cc1ccccc1CSc1nccn1-c1ccccc1	1	106.7	1	8.6	-0.8	0.8	-2.3	4.4	-0.8	1.04
CCOC(=O)N1CCN(c2c(NCCCN(CC)c3cccc(C)c3)c(=O)c2=O)CC1	0.9	102.5	1.1	1.2	0.2	-0.2	-8.5	5.1	2.9	1.03
COC(=O)c1ccccc1NC(=O)NCc1ccccc1	1	93.8	0.7	4.3	15.2	-15.2	32.0	-1.7	0.8	1.16

Only TLR4-MyD88 BLA, for some of the entries so far:
Molecule | TLR4-MyD88 BLA
C=CC(O)Cc1c(C)n[nH]c1C (stereo not drawn) | -12.3
COc1ccc(CC(=O)NC(CC(=O)O)c2ccc(OC)cc2)cc1 (stereo not drawn) | 8.9
CCC(C)(C)n1nnnc1C(c1cccnc1)N1CCCc2ccccc21 (stereo not drawn) | -13.1
COc1ccc(/C=C/C(O)=C2/C(=O)N(C)C3(C)CC2c2ccccc2O3)cc1 (stereo not drawn) | 1.9

Additional entries:
SMILES	Diaph act CS	STAT1 act	FLuc stim CS	TLR4-MyD88 BLA	APP transl inh	APP 5'UTR act	FLuc inhib CS	Diaphorase inh	G6PDH CS	NF-kB neuron act
CC(C)C(Nc1ccc(C(F)(F)F)cc1[N+](=O)[O-])C(=O)O (stereo not drawn)	0.9	107.4	1	8.6	2.3	-2.3	-3.8	11.4	2.4	1.03
O=C(C1CCCN(S(=O)(=O)c2cnc[nH]2)C1)N1CC(=O)N(CCc2ccccc2)C(=O)C1 (stereo not drawn)	0.8	99.7	1	-13.3	-14.3	14.3	-2.4	19.1	-12.0	1.01
O=C(N/C(=C/c1cccs1)C(=O)N1CCOCC1)c1ccccc1	1.1	99.1	0.7	0.4	-15.0	15.0	33.9	-10.2	-6.7	1.03
O=C1NC(=S)SC1=C1CCCCCC1	0.8	101.1	1	9.9	1.6	-1.6	1.7	17.9	11.5	1.14
O=C(CN1C(=O)CSc2cc(S(=O)(=O)N3CCCCCC3)ccc21)NCCc1ccccc1	0.8	96.3	1	-1.6	7.6	-7.6	0.0	19.5	-8.2	0.74
COc1ccc(S(=O)(=O)N2CCN(Cc3c[nH]c4ccccc34)CC2)cc1	0.8	102.8	1.1	-13.0	-11.4	11.4	-7.6	15.9	6.4	1.08
CCn1c(CN2CCCCCC2=O)nnc1SCc1cnc(-c2ccccc2)s1	0.9	103.0	1.1	-6.0	-2.2	2.2	-5.1	11.1	3.6	1.06
Cc1cccc(C)c1N1CCN(S(=O)(=O)N(C)C)CC1	0.8	95.8	1.1	7.5	0.2	-0.2	-6.1	15.9	14.9	1.06
CCn1c(SCC(=O)Nc2ccccc2C(=O)OC)nnc1-c1ccc(N)cc1	0.9	98.0	1.1	-9.3	-7.8	7.8	-8.7	11.7	0.6	0.93
COC(=O)C1=C(C)NC(=S)N(C(C)=O)C1c1ccccc1 (stereo not drawn)	0.9	94.3	1.1	-4.8	-22.6	22.6	-8.0	7.8	-4.3	1.24
COC(=O)CN(c1nc(C)cc(OC)n1)S(=O)(=O)c1ccccc1	0.8	92.2	1.1	17.7	-20.3	20.3	-5.7	21.1	1.4	0.95
CC1Oc2ccccc2N(CC(=O)NCc2ccccc2)C1=O (stereo not drawn)	1	119.9	0.9	1.3	-11.8	11.8	5.0	2.5	2.0	1.73
CC(/C=C/c1cccc([N+](=O)[O-])c1)=N/NC(=O)c1cccnc1	0.9	105.9	1.1	2.1	14.8	-14.8	-6.4	10.2	6.6	1.09
CCOC(=O)c1c2n(c3c(NCc4ccccc4)ncnc13)CCCC2	0.8	102.4	1	5.5	-8.8	8.8	-3.4	21.8	0.2	0.91
O=C1N/C(=N/O)S/C1=C/c1cccnc1	0.9	102.4	0.9	-9.3	-34.5	34.5	7.9	9.7	12.1	1.13
O=C(CSc1nnc(COc2ccc3c(c2)CCCC3)o1)Nc1ccc(F)cc1	1	98.8	1	1.4	3.7	-3.7	4.6	1.8	6.8	1.05
Cc1ccc(C)c(S(=O)(=O)NC(Cc2c[nH]c3ccccc23)C(=O)O)c1 (stereo not drawn)	0.9	95.2	1	-1.7	-8.8	8.8	-3.2	13.4	0.2	0.99
COc1ccccc1N1CCN(C(=O)c2ccccc2NC(=O)C2CCCCC2C(=O)O)CC1 (stereo not drawn)	1	103.0	1	7.9	-10.3	10.3	1.7	2.4	20.2	1
COc1ccc(-c2[nH]ncc2CNC(C)c2cn(C)nc2C)c(F)c1 (stereo not drawn)	0.9	103.3	1	4.0	-8.6	8.6	-4.8	13.4	9.5	1.04
O=C(Nn1cnnc1)c1cc2c(s1)CCCC2	0.8	98.9	1	-0.6	6.5	-6.5	4.3	19.2	-0.6	0.79
CN(C(=O)COC(=O)c1sc2ccccc2c1Cl)C1CCCCC1	0.9	99.6	1	-10.0	-0.9	0.9	-3.2	11.2	-2.0	0.93
CN1CCN(c2ccccc2NS(=O)(=O)c2ccc3c(c2)CCN3C(=O)C2CCC2)CC1	·	96.9	·	4.4	11.8	-11.8	·	·	·	·
Brc1ccc2nc(N3CCCC3)sc2c1	0.8	133.6*	0.6	-3.7	-102.1	102.1	35.9	20.8	-3.6	1.36

Whole records from above.
Entry for CC(/C=C/c1cccc([N+](=O)[O-])c1)=N/NC(=O)c1cccnc1 = Diaph act CS: 0.9; STAT1 act: 105.9; FLuc stim CS: 1.1; TLR4-MyD88 BLA: 2.1; APP transl inh: 14.8; APP 5'UTR act: -14.8; FLuc inhib CS: -6.4; Diaphorase inh: 10.2; G6PDH CS: 6.6; NF-kB neuron act: 1.09
Entry for CN(C(=O)COC(=O)c1sc2ccccc2c1Cl)C1CCCCC1 = Diaph act CS: 0.9; STAT1 act: 99.6; FLuc stim CS: 1; TLR4-MyD88 BLA: -10.0; APP transl inh: -0.9; APP 5'UTR act: 0.9; FLuc inhib CS: -3.2; Diaphorase inh: 11.2; G6PDH CS: -2.0; NF-kB neuron act: 0.93

Screens as filed in PubChem BioAssay.
